# Compound activity (PubChem)
# RXFP1 ag: agonists of human relaxin receptor RXFP1; HEK293T-RXFP1 cAMP TR-FRET, 30 min; response scale: percent of porcine relaxin response, buffer zero; Potency, µM (series often up to 57.5 µM), without a hit: at the highest dose activation, hits mostly activators; hit rate 0.3% among 370,000; active means well fitted activation curve with a large enough effect; inconclusive means small, poorly fitted or top-dose-only effect; further: potency means the concentration at half of the fitted maximal effect; on the % scale 0 is the no-effect control and ±100 the full control effect; nearly all actives have a fitted effect of over 60% in size; many of its hits are not listed in these tables
#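 HEK293 cells stably expressing RXFP1, treated 30 min at 37C with compounds plus PDE4 inhibitor Ro 20174; cAMP measured by HTRF TR-FRET. Normalized to buffer and 29 nM porcine relaxin; EC50 by Hill fit.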
# D2 ag: agonists of human D2 dopamine receptor; hit rate 0.53% among 340,000; HEK293 T-REx D2 cells, calcium flux agonist mode; activation, % at 2 µM;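 active means activation over 3 SD above normal in the single-dose calcium agonist read, cut at about 30% in these data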; further: 0% is about no effect
# Target sequence (P14416 whole entry, looked up): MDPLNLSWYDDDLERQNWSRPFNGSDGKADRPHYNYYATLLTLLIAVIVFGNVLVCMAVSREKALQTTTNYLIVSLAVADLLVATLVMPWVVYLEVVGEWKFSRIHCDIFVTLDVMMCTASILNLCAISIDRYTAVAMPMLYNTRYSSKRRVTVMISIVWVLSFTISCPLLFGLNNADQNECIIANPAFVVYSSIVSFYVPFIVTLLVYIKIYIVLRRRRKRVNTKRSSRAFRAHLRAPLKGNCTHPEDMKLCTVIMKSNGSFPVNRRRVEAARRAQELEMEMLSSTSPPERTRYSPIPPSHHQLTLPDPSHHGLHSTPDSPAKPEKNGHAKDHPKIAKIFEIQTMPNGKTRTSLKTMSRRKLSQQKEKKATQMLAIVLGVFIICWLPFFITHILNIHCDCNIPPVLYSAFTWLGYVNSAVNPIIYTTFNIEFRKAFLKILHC
#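 Agonism is scored from calcium flux in a force-coupled, inducible HEK293 cell line expressing D2, read kinetically for 180 s after compound addition against dopamine controls.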
# D1 potentiator: enhances dopamine response at the human D1 receptor. P21728. AID 504651. potentiation, % at 10 µM. HEK293 TREx D1 cells, calcium flux, dopamine EC20 potentiation. hit rate 0.036% among 360,000; in the data active means potentiation above about 30%; further: 0% is about no effect
# D1 antag: blocks dopamine activation of the human D1 receptor | HEK293 TREx D1 cells, calcium flux, dopamine EC80; hits give low values | activity change, negative = inhibition, % at 10 µM | hit rate 3.2% among 360,000; in the data active means activity change below about -30%; further: on the % scale 0 is the no-effect control and ±100 the full control effect
#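 Using tetracycline-induced force-coupled D1 Hek293 cells and a calcium dye, signals were followed for 180 s after compound, then for 180 s after EC80 dopamine, to detect inhibitors.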
# RXFP1 antag: blocks the human relaxin receptor RXFP1; Q9HBX9; HEK293-RXFP1, relaxin-stimulated cAMP HTRF, 30 min; hits give low values; activity change, negative = inhibition, % at 57.5 µM; hit rate 0.59% among 350,000; AID 1259400;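 active means activity change of -60% or lower, but not beyond a set lower limit; inconclusive means change between -60% and -40%, or beyond the set limit; inactive means change above -40%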; further: on the % scale 0 is the no-effect control and ±100 the full control effect
# D2 potentiator: positively modulates the human D2 dopamine receptor allosterically; P14416; HEK293 T-REx D2, calcium flux, EC20 dopamine potentiation; potentiation, % at 10 µM; hit rate 0.34% among 340,000;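 active means potentiation over 3 SD above the plate norm, cut at about 30% in these data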; further: 0% is about no effect
#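 Primary screen. Calcium kinetics in induced HEK293 T-REx D2 cells: compound pre-addition 180 s, EC20 dopamine, 180 s more.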
# D1 agonist: activates the human D1 dopamine receptor; P21728; HEK293 T-REx D1 cells, calcium flux, agonist mode; activation, % at 2 µM; hit rate 1% among 360,000; in the data active means activation above about 30%; further: 0% is about no effect
#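 Inducible HEK293 T-REx D1 cells, force-coupled to calcium signalling, were plated at 4000 cells/well with tetracycline and held overnight at 30 C. After no-wash calcium dye loading, compound-evoked calcium rise over 180 s flagged agonists.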
# TRHR enhancer: allosterically enhances the human TRH receptor. TRHR cells, fluo-8 calcium fluorescence, EC20 TRH enhancement. enhancement, % at 2 µM. hit rate 0.66% among 360,000; in the data active means enhancement above about 30%; further: 0% is about no effect
# Target sequence (P34981 whole entry, looked up): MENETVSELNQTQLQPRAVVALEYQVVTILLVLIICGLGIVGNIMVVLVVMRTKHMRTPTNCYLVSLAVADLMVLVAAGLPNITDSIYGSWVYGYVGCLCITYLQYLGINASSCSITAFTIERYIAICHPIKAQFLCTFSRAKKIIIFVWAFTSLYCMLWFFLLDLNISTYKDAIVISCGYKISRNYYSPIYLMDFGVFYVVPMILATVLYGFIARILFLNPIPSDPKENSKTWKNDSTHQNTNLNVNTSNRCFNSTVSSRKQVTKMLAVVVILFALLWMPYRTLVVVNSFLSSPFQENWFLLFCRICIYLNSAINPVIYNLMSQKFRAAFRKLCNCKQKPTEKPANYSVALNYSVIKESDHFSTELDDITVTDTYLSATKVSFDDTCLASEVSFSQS
#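 TRHR-expressing cells loaded with fluo-8 calcium dye were read kinetically (ex 480/em 530) during compound addition, then stimulated with an EC20 of TRH (10 nM final). Enhancement of the Gq-mediated intracellular calcium response was scored.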
# D2 antagonist: D2 dopamine receptor (human) antagonism; HEK293 TREx D2 cells, calcium flux, dopamine EC80; inhibition, % at 10 µM; hit rate 2% among 340,000; P14416; in the data active means inhibition above about 30%; further: 0% is about no effect
#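 Tetracycline-induced HEK293 T-REx cells expressing D2 force-coupled to calcium signalling were dye-loaded, exposed to compound for 180 s, then challenged with an EC80 of dopamine; calcium flux was followed kinetically for a further 180 s.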
# * hit, by the source's call; ? = inconclusive; · = no result given; & = joins results of further samples; ! = repeats disagree. These rows are one share of the data (hit frequency here may not be typical).
# Second line of a record: RXFP1 ag, D2 ag, D1 potentiator, D1 antag, RXFP1 antag, D2 potentiator, D1 agonist, TRHR enhancer, D2 antagonist
- COc1ccc(C(CC(=O)O)NC(=O)COc2cc(C)ccc2C)cc1OC (configuration not stated)
  0.7%, 1.2, -3, 10, 4, 3, 1, -4, -16
- COc1ccc(N(C(=O)Cn2nnc(-c3ccccc3F)n2)C(C(=O)NCC2CCCO2)c2ccc(Cl)cc2)cc1 (configuration not stated)
  -4.2%, -0.3, -2, 4, -3, 18, 3, 2, -2
- O=C(NCc1ccccc1Cl)c1ccc(CSCc2ccccc2Cl)o1
  0.1%, 0.7, -2, 0, -29, 2, 28, -4, ·
- Cc1cc(NC(=O)c2cc(-c3ccccc3C)nc3ccccc23)no1
  3.5%, -0.4, -5, 0, -7, -9, 1, 4, -1
- Cc1ccc(C(=O)Cn2nnc(-c3cccs3)n2)cc1
  5.5%, -0.4, -2, -29, 4, 0, 9, 4, 0
- O=C(CSc1ncnc2nc[nH]c12)c1ccc(Cl)cc1
  3.3%, 1.8, -2, 0, ·, 3, 7, -2, 14
- Cc1[nH]c(=O)[nH]c(=O)c1S(=O)(=O)N1CCN(c2cccc(Cl)c2)CC1
  -0.1%&0.2%, 0.0&0.3, 1&-1, 2&6, -12&-15, -6&-10, 3&0, -4&2, -2
- Cc1ccnc(NC(=O)CNC(=O)COc2ccccc2)c1
  -0.5%, -0.3, -7, -1, 0, -21, 1, 6, 7
- CC(C)(C)c1cc(OC(=O)c2ccncc2)ccc1O
  0.7%, ·, -7, 12, 4, 0, 1, -14, ·
- CCOC(=O)c1c(C)sc2c1N(C(C)=O)c1cc(Cl)ccc1S2
  -0.2%, -0.3, -1, 18, -1, 0, 2, 7, -2
- CC(C)N1CCN(Cc2ccc(-c3ccccc3)cc2)CC1CCO (configuration not stated)
  -0.2%, 0.7, -5, -28, 8, 1, 15, 8, -9
- CC(=O)c1sc2nc(C)c3c(c2c1N)CCCC3
  13%, 0.7, 4, 3, -11, 10, 2, 1, -9
- Cc1ccc(CN2CCN(Cc3ccccc3C(F)(F)F)CC2)cc1
  0.9%, 0.0, -4, -6, -24, -21, 0, -2, -26
- CC(C)(C)/C(Cn1cncn1)=N\OC(=O)Nc1ccc(Cl)cc1
  3.6%, -0.1, -7, -55*, -7, 6, 5, -5, 3
- O=C(NCc1ccccc1Cl)C1CCC(CNc2c(N3CCOCC3)c(=O)c2=O)CC1 (configuration not stated)
  5.6%, 0.4, 1, 7, 6, -3, 3, 1, -3
- Cc1ccc(OCC(=O)NCC2(N(C)C)CCCCC2)cc1C
  0.6%, 1.8, 0, -12, 4, -17, 2, 0, ·
- O=[N+]([O-])c1ccccc1C1Nc2cccc3cccc(c23)N1
  -1.7%, -1.3, -3, 10, -20, 2, -1, 16, -2
- Cc1onc(-c2ccccc2)c1C(=O)NC(=S)NNC(=O)c1cccnc1
  0.6%, 0.0, -4, 11, -1, 0, 1, 2, -14
- CSc1nc2ccccc2n1CC(=O)Nc1ccc(C)c(C)c1
  1.2%, -0.6, -5, -5, -1, 3, 3, 3, -6
- CCNC(=S)N(Cc1ccc(OC)cc1)C1CC(=O)N(c2ccc(OCC)cc2)C1=O (configuration not stated)
  -0.7%, 0.6, 2, 1, -7, -2, 1, 0, -5
- CCC(C)NC(=O)CSc1nc2c(sc3ccccc32)c(=O)n1Cc1ccccc1Cl (configuration not stated)
  ?, 0.5, -2, -7, -9, -8, 0, 2, ·
- Cn1cc(C(=O)c2ccc(Cl)cc2Cl)cc1C(=O)NN
  0.0%, 2.6, -9, -37*, -15, 0, 1, 3, 26
- O=C(Cc1ccccc1)NC1CCN(C(=O)c2ccc([N+](=O)[O-])cc2)CC1
  1.9%, -0.2, -6, -4, -7, -15, 3, -2, 18
- N#Cc1ccc(C23CC4(C2)[C@H](CN(CC2CCCCC2)[C@@H]4c2ccccc2)C3c2ccccc2)cc1 (some centres not stated)
  -0.4%, -0.1, 5, 2, ·, 14, 1, 10, -2
- Nc1nc(SCC(=O)Nc2ccc([N+](=O)[O-])cc2)n[nH]1
  0.9%, -1.3, -5, -6, -12, 0, 2, 4, 9
- Fc1cccc(-n2c(-c3cccs3)nc3nc4ccccc4nc32)c1
  0.6%, 1.9, -5, -19, ·, -5, 1, -4, -5
- N#CCCn1nnc(-c2ccccc2F)n1
  0.3%, 0.6, -2, 9, -3, -3, 0, 1, 6
- COc1ccc(NC(=O)/C(=C\c2cc(OC)c(OC)cc2[N+](=O)[O-])NC(=O)c2ccccc2)cc1
  1.9%, -0.8, 2, -30, -15, 14, 0, -4, -13
- CCOCC(=O)Nc1c(C(=O)Nc2ccc3c(c2)OCCO3)oc2ccccc12
  1.3%, -2.4, -1, 4, -5, 5, 1, -9, 1
- CCc1ccc(OC(=O)c2sc3ncn(Cc4cccc(F)c4)c(=O)c3c2C)cc1
  -1.5%, 0.3, -6, -7, -8, 8, 5, -13, ·

# Entries of single compounds from above:
# COc1ccc(C(CC(=O)O)NC(=O)COc2cc(C)ccc2C)cc1OC (configuration not stated) is listed with RXFP1 ag = 0.7%; D2 ag = 1.2; D1 potentiator = -3; D1 antag = 10; RXFP1 antag = 4; D2 potentiator = 3; D1 agonist = 1; TRHR enhancer = -4; D2 antagonist = -16
# Cc1cc(NC(=O)c2cc(-c3ccccc3C)nc3ccccc23)no1 is listed with RXFP1 ag = 3.5%; D2 ag = -0.4; D1 potentiator = -5; D1 antag = 0; RXFP1 antag = -7; D2 potentiator = -9; D1 agonist = 1; TRHR enhancer = 4; D2 antagonist = -1
# Cc1onc(-c2ccccc2)c1C(=O)NC(=S)NNC(=O)c1cccnc1 is listed with RXFP1 ag = 0.6%; D2 ag = 0.0; D1 potentiator = -4; D1 antag = 11; RXFP1 antag = -1; D2 potentiator = 0; D1 agonist = 1; TRHR enhancer = 2; D2 antagonist = -14

# Other structures:
# Second line of a record: RXFP1 ag, D2 ag, D1 potentiator, D1 antag, RXFP1 antag, D2 potentiator, D1 agonist, TRHR enhancer, D2 antagonist
- Cn1c(=O)c(=O)n(C)c2cc(S(=O)(=O)N3CCC(Cc4ccccc4)CC3)ccc21
  5.7%, -0.2, 1, -5, 0, 3, -1, 0, -27
- Cc1c(Cl)cccc1NC(=O)COC(=O)c1ccc(CN2CCCC2=O)cc1
  0.5%, 0.4, -5, 0, -1, -4, 1, -1, -13
- Cc1cc(C)c2c(c1)SC1=NC(c3ccccc3)(C(F)(F)F)NC(=O)N12 (configuration not stated)
  2.4%, 0.4, -4, 42, -1, -3, 2, -4, -7
- CCN(CC)S(=O)(=O)c1cccc(-c2n[nH]c(=S)n2/N=C/c2ccc(OC(F)F)cc2)c1
  0.1%, -1.4, -9, -83*, -12, 12, 1, -2, -1
- O=C(O)c1c[nH]c(=S)n1-c1ccc(F)cc1
  12%, 0.3, 3, -3, -14, 10, 2, -3, -16
- Nc1nc(-c2ccc(Cl)cc2)cc(C(F)(F)F)n1
  0.7%, -2.2, -14, 15, -16, 8, 5, 4, -9
- O=C(N/N=C/c1cccc(OCc2ccccc2)c1)c1cccs1
  -5.8%, 0.6, -5, 5, 0, -3, 9, -5, 8
- CCc1ccccc1NC(=O)CN1C(=O)c2cccnc2Sc2ccccc21
  -0.6%, -0.5, 0, 3, -1, 9, 5, 2, ·
- Cc1c(Cl)cnc(NC(=O)CSc2nncs2)c1Cl
  -1.0%, -1.1, 5, -22, 23, 2, 11, 9, -11
- CC1CC(C)CN(CCCNC(=O)Cc2c(C(=O)O)n(C)c3ccccc23)C1 (configuration not stated)
  -0.1%, 0.4, -2, -2, 1, -2, 3, 0, 10
- Cc1cccc(NC(=O)CSc2nc(C3CC3)nc3ccccc23)c1
  4.1%, -2.4, -12, -3, -9, ·, 2, -2, -1
- CCc1noc(C)c1C(=O)Nc1ccc(C)c(S(=O)(=O)N2CCCCCC2)c1
  0.4%, 0.0, -9, 1, -15, -1, 8, 5, -7
- CCCc1[nH]nc2c1C(c1ccc(OC)c(Cn3nnc4ccccc43)c1)C(C#N)=C(N)O2 (configuration not stated)
  2.5%, 0.9, -8, 4, 1, 5, 1, -8, -8
- Cc1nn(Cc2ccc(C(=O)N/N=C/c3ccncc3)o2)c(C)c1Cl
  -3.5%, 0.3, -3, -22, 0, 0, -1, 8, -1
- CS(=O)(=O)c1ccccc1C(=O)N(CCC1=CCCCC1)c1c(N)n(Cc2ccccc2)c(=O)[nH]c1=O
  -0.3%, -0.4, 0, -7, -14, 6, 6, 4, -7
- O=C(O)CC/C(=N\Nc1ccc([N+](=O)[O-])cc1)c1ccccc1
  0.0%, ·, -8, -13, -10, -1, 6, -5, ·
- COc1ccccc1C(=O)NCCC(=O)N(C)CC(=O)Nc1c(Cl)cccc1Cl
  -0.9%, 1.7, -3, 4, -14, 5, 1, -4, -8
- O=C(/C=C/c1cccc2ccccc12)c1ccncc1
  0.6%, 1.6, -3, 2, -71*, 20, 2, 6, 5
- CC(C)(C)c1ccc(-n2ncc3c2CCCC3NC(=O)CN2CCCCC2=O)cc1 (configuration not stated)
  -5.8%, -0.4, -7, 2, 4, -6, 5, -3, -29
- Cc1cc(C)c2c(=O)n(CC(=O)NCCCN3CCN(c4ccccc4F)CC3)sc2n1
  0.3%, 83*, -5, -13, -14, -36, 1, 3, 53*
- Oc1ccc(/C=N/N2CCOCC2)c(O)c1O
  0.3%, ·, -5, 2, -13, -3, 4, -6, ·
- CC1CCN(c2ccc(NC(=O)Cc3ccccc3)cc2)CC1
  0.9%, 0.0, -5, -6, 4, -6, -1, 1, 4
- O=C(COC(=O)/C=C/c1ccco1)NCc1ccccc1Cl
  -1.3%, 0.1, -2, -11, -3, 9, 2, -5, 33*
- O=S(=O)(NC1CCCCC1)c1ccc(F)c2ccccc12
  -1.0%, 0.2, 3, -33*, -2, 1, 102*, 2, 5
- O=C(O)CN1C(=O)/C(=C\c2ccccc2OCc2ccc(Cl)cc2)SC1=S
  -1.2%, ·, 2, -4, 0, 2, 1, 4, ·
- CC1(C)CC(NC(=O)C(c2ccccc2)c2ccccc2)CC(C)(C)N1
  0.1%, -0.1, -1, -32*, -3, -2, 2, -6, 17
- CN1C(C(=O)Nc2ccc(OC(F)(F)F)cc2)=CC(c2ccc3c(c2)OCO3)=NS1(=O)=O
  2.2%&-0.2%, 0.0, -1&-1, -8&18, -14&-17, 75*!, 1&-1, 0&-3, -20
- O=C(CNC(=O)c1ccc(-c2ccccc2)cc1)OCc1c(Cl)cccc1Cl
  4.5%, 0.2, -11, -14, 25, -1, 0, 10, 13
- CC(=O)N1N=C(c2ccccc2)CC1c1cccc([N+](=O)[O-])c1 (configuration not stated)
  -2.0%, 0.8, 12, -16, 8, -6, 1, -4, -9
- Cc1noc(COc2ccc(OCc3nc(C)no3)cc2)n1
  -0.5%, -0.1, 2, -2, 1, 8, 2, -7, 6
- C=CCOc1ccc(C2=NOC(C(=O)Nc3ccc4c(c3)OCCO4)C2)cc1 (configuration not stated)
  0.0%, 0.9, -10, 10, -1, -28, 1, -3, 11
- COc1ccc(C2SCC(=O)N2CC23CC4CC(CC(C4)C2)C3)cc1 (configuration not stated)
  -0.1%, -1.1, -7, -9, -18, -8, -2, 0, -21
